High-throughput results from PubChem BioAssay.
RT RNaseH block = HIV-1 RT RNase H inhibitors, primary screen, biochemical, fluorescence; inhibition, % at 10 µM; hit rate 1.9% among 65,000; Gag-Pol polyprotein (Human immunodeficiency virus type 1 group M subtype B (isolate …; RT-RNase H RNA/DNA duplex cleavage; AID 565, 2006; in the data active means inhibition above about 50%
RmlC RmlD mix = RmlC and RmlD coupled enzyme inhibitors, primary screen, biochemical, 384-well, compound mixtures, retest; RmlC/RmlD coupled enzyme inhibition, 384-well mixture HTS; inhibition, % at 5.5 µM; hit rate 0.39% among 110,000; in the data active means inhibition above about 30%, passing the limit was not always enough; further: strong numbers were not always called active
The depositor's hits bear a star; x = not tested or not shown. The list is partial; count on the stated rates, not on these rows.

SMILES	RT RNaseH block	RmlC RmlD mix
O=C(c1cc(-c2ccc(Cl)cc2)on1)N1CCOCC1	-4	24
COc1ccc2c(c1)[nH]c1c(=O)n(CCCn3ccnc3)cnc12	x	-9
NC(=O)C[C@@H]1N[C@]2(C(=O)Nc3ccccc32)[C@@H]2C(=O)N(c3cc(C(F)(F)F)ccc3Cl)C(=O)[C@H]12	20	0
Cn1c(CCc2ccccc2)nnc1SCC(=O)N1CCOCC1	x	-11
COCCN1C(=O)N[C@@H](c2ccccc2)[C@H](C(=O)OC)[C@H]1C	x	4
COn1c(-c2ccccc2)nc2c1CCc1nonc1-2	x	8
CCOC(=O)CNC(=O)CSc1nnc(-c2ccccc2OC)n1CC	4	-12
COc1ccc(OC)c(CNc2nc3ccccc3n2CCN2CCCCC2)c1	-3	-10
CCOC(=O)C1=C(COCCN)NC(C)=C(C(=O)OC)C1c1ccccc1Cl (stereo not given)	x	-23
FC(F)(F)c1cccc(N2CCN(c3nnnn3-c3ccccc3)CC2)c1	-31	5
CCOC(=O)COc1cc(=O)n(CC)c2ccccc12	-12	-12
O=C(NCCOC(=O)C1COc2ccccc2O1)c1cccnc1 (stereo not given)	-8	15
COc1ccccc1N1CCN(C(=O)Nc2cccc(C)c2)CC1	-6	6
CCCC(=O)C1=C(O)C(C(=O)OC)C(C)(C)CC1=Nc1ccccc1 (stereo not given)	-15	-8
CN1C(=O)C(O)(CC(=O)c2cccc(-n3cccc3)c2)c2ccccc21 (stereo not given)	1	-12
Cc1cc(C(=O)OCC(=O)Nc2nc(-c3ccccc3)cs2)c(C)o1	47	13
O=C(CNC1C(=O)Nc2ccccc21)Sc1ccccc1 (stereo not given)	2	-9
COc1ccccc1OCCCCCc1c(C)n[nH]c1C	-40	8
O=C(CCSc1ccccc1)Nc1nnc(-c2ccccc2)o1	-5	4
Cc1cc(-c2ccc(Cl)cc2)n2nc(N)nc2n1	-8	-2
CC(C)(C)n1nnnc1C(c1cccs1)N(Cc1ccccc1)Cc1cccnc1 (stereo not given)	0	-7
CCOc1ccccc1N1CCN(Cc2ccc(OC)c(OC)c2OC)CC1	6	4
CCCN1CCN(S(=O)(=O)c2ccc(OC)c(Br)c2)CC1	x	-10
O=C(Nc1c(-c2ccccc2)nc2ccccn12)c1ccco1	-3	-18

The list goes on, overlapping the part above by 6 compounds.
SMILES	RT RNaseH block	RmlC RmlD mix
O=C(CCSc1ccccc1)Nc1nnc(-c2ccccc2)o1	-5	4
Cc1cc(-c2ccc(Cl)cc2)n2nc(N)nc2n1	-8	-2
CC(C)(C)n1nnnc1C(c1cccs1)N(Cc1ccccc1)Cc1cccnc1 (stereo not given)	0	-7
CCOc1ccccc1N1CCN(Cc2ccc(OC)c(OC)c2OC)CC1	6	4
CCCN1CCN(S(=O)(=O)c2ccc(OC)c(Br)c2)CC1	x	-10
O=C(Nc1c(-c2ccccc2)nc2ccccn12)c1ccco1	-3	-18
O=C(CSc1ncnc2nc[nH]c12)c1ccccc1	x	10
COc1ccc(C(=O)N2CC=C(c3ccccc3)CC2)cc1S(=O)(=O)N1CCOCC1	-35	-14
CCCC1C(=O)N(c2ccccc2)C1c1ccccc1 (stereo not given)	x	-11
COc1ccccc1NC(=O)N1CCN(c2ncccn2)CC1	-2	7
CC(O)(CS(=O)(=O)c1ccccc1)C(=O)Nc1ccc(C(F)(F)F)cc1 (stereo not given)	x	9
Cc1sc2ncn(CC(=O)OC(C)C(=O)NC(C)(C)C)c(=O)c2c1C (stereo not given)	3	2
Cn1nnnc1SCc1c(F)cccc1F	-8	-8
COC(=O)c1ccc(CSc2nc3c(c(=O)n2-c2ccc(C)cc2)SCC3)o1	-22	-9
CC(C)NC(=S)N/N=C/c1cccs1	x	-8
CNC(=O)c1cc2c(=O)n3cccc(C)c3nc2n(C(C)C)c1=N	-34	89*
COc1ccccc1N1CCN(C(=O)C2CCC(Cn3c(=S)[nH]c4ccccc4c3=O)CC2)CC1 (stereo not given)	2	4
Fc1cccc(Cl)c1Cn1nnc2c(NCc3ccccn3)ncnc21	-54	-1
O=C(Nc1ccc(-c2ccccc2)cc1)c1ccc2c(c1)S(=O)(=O)c1ccccc1C2=O	x	2
Cc1nc(SCC(=O)NCc2ccco2)nc(C)c1C	-23	0
CCCC(=O)Nc1sc(C(=O)OC)c(C)c1C(N)=O	0	1
C(=C\c1ccccc1)/CSc1nnc(-c2cnccn2)n1Cc1ccco1	-50	6
Cc1cccn2c(=O)c(C=O)c(N3CCCCCC3)nc12	x	11
CC[C@H]1CN(C)C[C@@]2(C(=O)OC)Cc3c([nH]c4ccccc34)C(=O)C[C@@H]12	x	-8
CCOC(=O)C1C(=O)C=C(N2CCOCC2)CC1c1cccc(OC)c1 (stereo not given)	-2	15
COCCN1C(=O)N[C@@H](c2cccs2)C(C(C)=O)=C1C	x	-15
Cc1cnn(C(=O)c2oc3ccccc3c2C)c1	-6	6
O=C(NCc1ccc2c(c1)OCO2)C1CCCN(S(=O)(=O)c2cccs2)C1 (stereo not given)	-17	3
COc1ccc(OCC(=O)Nc2nnc(C)s2)cc1	x	-13
COc1ccc(C(=O)Cn2c(N3CCOCC3)nc3c2c(=O)n(C)c(=O)n3C)cc1	-10	x
OCCOCCn1c(C2CCCN2c2nc(-c3ccc(F)cc3)cs2)nc2cc(C(F)(F)F)ccc21 (stereo not given)	x	-1
COC(=O)COc1ccc(S(=O)(=O)NCc2ccncc2)cc1	5	x
c1ccc(-c2nn3c(-c4ccccc4)nnc3s2)cc1	-27	3
CC(C)c1ccc(SCc2noc(C(=O)NCC3CCCO3)c2C(=O)O)cc1 (stereo not given)	x	-10
Cc1ccc(C(=O)OCC(=O)NCc2ccco2)cc1	x	-10
COc1ccc(-n2nc(C(=O)O)c3ccccc3c2=O)c(OC)c1	-8	3
CC(C)n1cc(NC(=O)C2CC(c3cccc(Br)c3)=NO2)cn1 (stereo not given)	x	11
O=C(Nc1cnc2ccccc2c1)c1cccc(-n2cnnn2)c1	-4	-7
CCOC(=O)c1cccc(NC(=O)CSc2nc3ccccc3c(=O)n2CC)c1	21	15
CCOC(=O)c1c(N)sc(C(O)(C(F)(F)F)C(F)(F)F)c1-c1ccc(F)cc1	x	1
O=C(NC1CCCCCC1)C1c2ccccc2C(=O)N1CCCN1CCOCC1 (stereo not given)	-13	-43
O=[N+]([O-])c1cccc(-c2nc(-c3ccccc3)c(-c3cccs3)[nH]2)c1	x	19
CC#CP(=O)(OCC)C(O)(c1ccccc1)C(F)(F)F (stereo not given)	0	4
CCOC(=O)C1=C(c2ccccc2)Nc2ncnn2C1c1ccccn1 (stereo not given)	-3	7
COc1cc2c(cc1NC(=O)c1ccncc1)oc1ccccc12	x	-15
CCn1cc(Br)c(C(=O)Nc2ccc(C(=O)OC(C)C)cc2)n1	1	-11
Cc1cc(Cl)ccc1OCC(=O)NC1CCCC1	x	-7
O=C(c1ccc(C#CC2(O)CCCCC2)cc1)N1CCOCC1	-8	2
O=C(CSCc1ccc(Cl)cc1)Nc1nccs1	x	-5
Cc1c(C#N)c(N=CN(C)C)c(C(=O)c2ccccc2)n1-c1ccc(Br)cc1	x	20
COc1ccc(CCN(Cc2nc(-c3ccccc3)no2)Cc2nc(-c3ccccc3)no2)cc1OC	2	146
COc1ccc(Cl)cc1NC(=O)/C=C\C(=O)O	x	7
COCc1cc(C)nc2sc(C(=O)N3CCN(c4ccccc4)CC3)c(N)c12	-11	-12
CCOC(=O)c1nn(-c2cccc(Cl)c2)c2nc(CC(C)C)c(C#N)c(=O)n12	x	11
O=C1C(NS(=O)(=O)c2cccs2)=C(N2CCN(c3ccccc3)CC2)C(=O)c2ccccc21	x	-8
Cn1c(=O)oc2cc(S(=O)(=O)N3CCN(C(=O)c4ccco4)CC3)ccc21	9	-6
Cc1cccn2c(=O)c3cc(C(=O)NCc4ccccn4)n(C)c3nc12	-11	x
Nc1nn(S(=O)(=O)c2cccc3nsnc23)cc1-c1ccc(Br)cc1	-27	4
O=C(NC1CCCC1)c1nc2c(nnn2Cc2ccccc2Cl)c(=O)[nH]1	x	-9
CC(C)(C)[C@@H]1C=C(C(=O)N2CCOCC2)O[C@H](OCc2ccc(CO)cc2)C1	x	-18
Cn1c(CCCNC(=O)c2ccccc2)nc2ccccc21	-12	-69
O=C(Nc1ccccc1)N1CCCC2CCCCC21 (stereo not given)	-10	10
CC(C)Sc1nc2sc(-c3ccccc3)cc2c(=O)n1N	x	-1
COc1cc2[nH]c(=S)nc(NCCCOC(C)C)c2cc1OC	x	4
O=C1CSC(c2c(F)cccc2Cl)N1c1cccc(F)c1 (stereo not given)	x	4
CCOC(=O)CN1C(=O)COc2ccc(Cl)cc21	-1	6

Gathered by group, those above with a cyano group (2)
SMILES	RT RNaseH block	RmlC RmlD mix
Cc1c(C#N)c(N=CN(C)C)c(C(=O)c2ccccc2)n1-c1ccc(Br)cc1	x	20
CCOC(=O)c1nn(-c2cccc(Cl)c2)c2nc(CC(C)C)c(C#N)c(=O)n12	x	11

Returning to the listing with the six entries that preceded the break.
SMILES	RT RNaseH block	RmlC RmlD mix
Cn1c(CCCNC(=O)c2ccccc2)nc2ccccc21	-12	-69
O=C(Nc1ccccc1)N1CCCC2CCCCC21 (stereo not given)	-10	10
CC(C)Sc1nc2sc(-c3ccccc3)cc2c(=O)n1N	x	-1
COc1cc2[nH]c(=S)nc(NCCCOC(C)C)c2cc1OC	x	4
O=C1CSC(c2c(F)cccc2Cl)N1c1cccc(F)c1 (stereo not given)	x	4
CCOC(=O)CN1C(=O)COc2ccc(Cl)cc21	-1	6
CCOc1cc(/C=N\O)cc(Cl)c1OCC	x	8
COc1cccc(-c2csc(N3CCN(S(=O)(=O)c4ccc(F)cc4)CC3)n2)c1	7	-27
O=C(Nc1ccc(F)c(F)c1)c1ccc(F)c(S(=O)(=O)N2CCOCC2)c1	-1	x
CCOC(=O)Cc1csc(NC(=O)c2cccnc2)n1	-1	9
Cc1cc2oc(=O)cc(CSc3nnc(C)n3N)c2cc1C(C)C	x	-1
O=C(O)c1nonc1-c1nonc1C(=O)O	-1	3
NC(=O)c1ccccc1-c1nc(-c2ccccc2)no1	-12	-13
O=C1CN(C(=O)COC(=O)C2CC(=O)N(Cc3ccco3)C2)c2ccccc2N1 (stereo not given)	-2	-5
c1ccc(-c2csc(N3CCOCC3)n2)cc1	x	-8
O=C(NCCCn1ccnc1)C1CC(c2cccc(Br)c2)=NO1 (stereo not given)	-13	8
CSc1sc(C(=O)NN)c2c1C(O)CCC2 (stereo not given)	x	7
N#CC(C(=O)Nc1ccccc1)=C1CCCCC1	-5	7
COc1ccc(N(C(=O)c2cccnc2)S(=O)(=O)c2ccc3c(c2)n(C)c(=O)n3C)cc1	-10	-8
CCCS(=O)(=O)N1CCC(C(=O)N2CCC3(CC2)OCCO3)CC1	-25	-5
Cc1cc(C)c2[nH]c(=O)c(CN(CC3CCCO3)S(=O)(=O)c3ccc4c(c3)OCCO4)cc2c1 (stereo not given)	-16	-8
CCCC1=C(C(=O)OCC)C(c2ccc(F)cc2)n2ncnc2N1 (stereo not given)	-7	5
CCOC(=O)c1c(NC(=S)NC(=O)c2ccc(Cn3cc(Cl)cn3)o2)sc2c1CCC(C)C2 (stereo not given)	x	-11
O=C(O)C1CC=CCC1C(=O)Nc1ccccc1 (stereo not given)	x	16
O=C(c1ccccc1)N1CCN(c2ccc([N+](=O)[O-])c(NCc3ccco3)c2)CC1	x	4
O=C(Nc1ccccc1)OCc1cn(-c2ccc(Cl)cc2)nn1	x	-8
CC1(C)Cc2ccccc2-c2nnc(SCc3ccccc3)n21	x	-10
Cc1ccc(NC(=O)Cn2nnc(C(=O)NCc3ccco3)c2N)cc1	x	-12
COC(=O)/C=c1/s/c(=C(/C#N)C(=O)NCc2ccccc2)n(-c2ccccc2)c1=O	x	-36
c1ccc(Nc2nc(-c3cccs3)cs2)nc1	33	-8

Compounds from the list above with a nitro group on carbon, in the order listed:
SMILES	RT RNaseH block	RmlC RmlD mix
O=[N+]([O-])c1cccc(-c2nc(-c3ccccc3)c(-c3cccs3)[nH]2)c1	x	19
O=C(c1ccccc1)N1CCN(c2ccc([N+](=O)[O-])c(NCc3ccco3)c2)CC1	x	4

Next compounds follow.
SMILES	RT RNaseH block	RmlC RmlD mix
CCC1CCCCN1Cc1ccc(CNS(=O)(=O)c2ccc3c(c2)oc(=O)n3C)o1 (stereo not given)	-12	-2
Cc1nc2sc(C(c3ccccc3)N3CCN(c4ccccc4F)CC3)c(O)n2n1 (stereo not given)	-12	9
Nc1nnc(SCc2ccccc2F)n1-c1ccccc1	-20	-13
CC(CC(=O)c1cccs1)CC(=O)c1cccs1	-47	-11
CCCn1c(N2CCN(C)CC2)nc2c1c(=O)[nH]c(=O)n2C	x	-5
O=C(Nc1ccccc1F)c1cc2nc(C(F)F)cc(C(F)F)n2n1	x	-8
Cc1nn2c(NCCOCCO)c3c(nc2c1-c1ccccc1)CCCC3	x	21
O=C(NCC1CC1)[C@]1(C(F)(F)F)C[C@H](CCC2CCCCC2)CCCO1	x	3
COC(=O)c1[nH]c2ccccc2c1NC(=O)CN1CCCc2ccccc21	-4	18
CCOc1ccccc1N1CCN(CC(O)COc2ccc3c(C)cc(=O)oc3c2)CC1 (stereo not given)	6	7
CCC(CC)NC(=O)Cc1ccccc1OC	x	-8
CN(c1cccc(NC(=O)CN2C(=O)c3ccccc3S2(=O)=O)c1)S(C)(=O)=O	1	-30
O=C(Nc1ncccc1Cl)c1cccc(F)c1	-3	9
Cc1nn(-c2ccccc2)c(Cl)c1C(=O)NCC(C)C	x	-14
CCOC(=O)CSc1nnc(CNC(=O)c2ccc(OC)cc2OC)n1-c1ccc(OC)cc1	-6	-8
Cc1ccc(NC(=O)CCn2cnc3ccccc3c2=O)cc1Cl	-10	3
O=C(O)C1(P(=O)(c2ccccc2)c2ccccc2)CCC1	0	-13
Cc1ccc(CSC2=NCCN2C(=O)C2CC2)cc1	-9	-16
Cc1nc2cc(C(=O)O)ccc2s1	4	5
Nc1nonc1C(=O)NCCNC(=O)c1ccccc1F	5	-5
C(=N\n1cnnc1)/c1ccc(-c2ccccc2)cc1	-33	18
